# Screening data: PubChem, ICCB-Longwood Screening Facility, Harvard Medical School
# Polio RdRp inh = inhibitors of poliovirus RNA polymerase binding and polymerization; poliovirus polymerase elongation, fluorescence polarization; hits give low values; AID 588519; 0.66% of 150,000 active; % elongation, % (compound at 16.7 µg/mL); P03300; in the data active = % elongation below about 90%; also: some results filed as inactive read as strong as hits
# Target sequence (P03300 1749-2209 limits assumed): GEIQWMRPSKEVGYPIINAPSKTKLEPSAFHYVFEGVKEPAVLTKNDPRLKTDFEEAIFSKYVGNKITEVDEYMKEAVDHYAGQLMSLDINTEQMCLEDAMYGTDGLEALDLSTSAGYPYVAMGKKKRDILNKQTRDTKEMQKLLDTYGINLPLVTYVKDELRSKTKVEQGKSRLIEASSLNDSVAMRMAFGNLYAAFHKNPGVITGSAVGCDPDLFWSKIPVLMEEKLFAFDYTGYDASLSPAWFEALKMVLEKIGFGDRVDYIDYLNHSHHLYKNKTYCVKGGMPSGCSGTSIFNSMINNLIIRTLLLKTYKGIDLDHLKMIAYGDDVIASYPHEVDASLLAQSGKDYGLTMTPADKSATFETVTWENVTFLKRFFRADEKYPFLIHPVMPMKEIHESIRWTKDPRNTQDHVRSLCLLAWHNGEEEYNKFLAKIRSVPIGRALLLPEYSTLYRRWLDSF
# Polio RdRp inh FP z-score = recorded beside Polio RdRp inh, whose call it bears; z-score; measured here: FP z-score; hits read low
# * = called active by the depositor. Only part of the results is shown (hit frequency here may not be typical).
SMILES,Polio RdRp inh,Polio RdRp inh FP z-score
CC1CCCCN1C(=O)CNC(=O)Cc1ccc(Cl)cc1 (stereo unspecified),100,-0.8
C/C(=N/O)C1CCCCCCCCCCC1,107,0.3
O=C(N1CC23C=CC(CC2CC12CCCCC2)O3)C(F)(F)F (stereo unspecified),101,-0.2
COc1ccc(OC)c(C(c2c(O)c3ccccc3oc2=O)c2c(C)n(C)n(-c3ccccc3)c2=O)c1 (stereo unspecified),104,-0.2
NC(=O)c1ccc(C(N)=O)cc1,101,0.3
Cn1c(SCc2ccccc2F)nc2c([nH]c3ccccc32)c1=O,115,1.9
CN1CCN(S(=O)(=O)c2ccc(Sc3nnc(-c4cccs4)n3-c3ccccc3)nc2)CC1,103,0.3
O=C(Cn1ncc2c3ccccc3n(Cc3ccccc3)c2c1=O)N1CCCCCC1,109,0.1
CCn1nnnc1SCC(=O)c1ccc(OC)cc1OC,103,0.5
CCOC(=O)CC(NS(=O)(=O)c1cc(-c2cc(C)no2)ccc1C)c1ccc(C)cc1 (stereo unspecified),101,-0.4
S=C(NCCCN1CCOCC1)N1CC2CCC(CC2)C1,112,1
O=C(CN1CCCCC1)NC1CC2CCC1C2 (stereo unspecified),101,-0.4
Cc1sc2nc3ccc(N4CCCCC4)nn3c(=O)c2c1C,98,-0.4
CC1Cc2cc(C(=O)Nc3ccc(C(F)(F)F)cc3)ccc2N1S(C)(=O)=O (stereo unspecified),96,-0.5
CCOC(=O)c1cccc(NC(=O)CC2C(=O)N(c3ccc(OC)cc3)C(=O)N2C2CCCC2)c1 (stereo unspecified),102,-1.3
Cc1nc2ccccc2n1C(=O)N(C)C,100,-0.7
N#CCC(=O)c1ccc(F)cc1,103,0.3
O=C(Nc1ccc(N2C(=O)c3cccnc3C2=O)cc1)c1ccco1,104,0.4
CCOC(=O)NN1C(=O)c2ccccc2NC1c1ccccc1 (stereo unspecified),100,-0.2
CCOc1cccc(NC(=O)C2CC(=O)N(C)C(=Nc3ccc(F)cc3)S2)c1 (stereo unspecified),100,-0.5
COC(=O)c1cnc(NC(=O)c2ccc3c(c2)S(=O)(=O)N=C2CCCCCN23)s1,106,0.5
CCc1ccc(S(=O)(=O)c2nnn3c2nc(Nc2cc(OC)ccc2OC)c2sccc23)cc1,110,0.5
O=C(CC1Sc2ccccc2NC1=O)OCN1C(=O)c2ccccc2C1=O (stereo unspecified),98,-1
COc1ccc(NC(=O)CC2SC(=Nc3ccccc3)N(CCO)C2=O)cc1 (stereo unspecified),103,0.3
CC(C)(C)OC(=O)N1CCC(c2c(C(=O)N3CCN(c4ccc(Cl)cc4)CC3)cnn2-c2ccc(F)cc2F)CC1,104,-0.3
Cc1ccc(NC(=O)C(C)Nc2ccccc2C)cc1 (stereo unspecified),103,0.3
CC(C)N(CC(=O)Nc1ccc2c(c1)OCCO2)c1ccccc1,107,0
CC(=O)c1ccc(Nc2nc3c(S(=O)(=O)c4ccccc4)nnn3c3ccc(Cl)cc23)cc1,105,0.1
CC(=O)NCc1ccc(C(=O)CSc2nc3ccccc3n2-c2ccccc2)s1,104,0.4
CC(C)N1C(=O)CSC1c1ccc(Br)cc1 (stereo unspecified),102,-0.1
CCOC(=O)c1ccccc1NC(=O)CSc1nnc(Cc2cccn2C)n1-c1ccc(F)cc1,101,0.1
CCOC(=O)c1ccoc1CN1CCN(c2ccc(F)cc2)CC1,103,0.1
Cc1cc(OCC(=O)C(C)(C)C)c2c3c(c(=O)oc2c1)CCCC3,100,0
O=C(CSc1nnc(-c2ccc3c(c2)OCO3)o1)c1ccccc1,104,0.1
Cc1ccc(-n2nc(CO)c(C(=O)NCCC(C)C)n2)cc1C,103,-0.6
CCOc1ccc(Nc2ncccc2C#N)cc1,104,0
O=C(Nc1ccc2nc(-c3cccs3)[nH]c2c1)c1cccs1,101,-0.2
CSc1ccc(CCNC(=O)c2ccc(CS(=O)(=O)c3ccc(Br)cc3)o2)cc1,105,-0.1
c1ccc(-c2ccccc2OCc2nnc3n2CCC3)cc1,104,0.7
CSc1ccccc1-c1nnc(NC(=O)Cc2ccccc2)o1,104,0.7
Cc1nc2c(c(C)nn2C)c(C)c1CCC(=O)NCCCc1ccccc1,102,0
Cc1nn(-c2ccccc2)c2c1C=Nc1cc(Cl)ccc1O2,107,0.4
c1ccc(OCc2nn3cnnc3s2)cc1,99,-1.5
S=c1n(CN2CCCC2)nc2c(Cl)cc(Cl)cn12,105,0.2
COc1cccc(-c2cc(C(F)(F)F)n3ncc(C(=O)N(C)CCc4ccccn4)c3n2)c1,102,0.2

# Structural class, those above containing a cyano group (2)
SMILES,Polio RdRp inh,Polio RdRp inh FP z-score
N#CCC(=O)c1ccc(F)cc1,103,0.3
CCOc1ccc(Nc2ncccc2C#N)cc1,104,0

# Going on with the list.
SMILES,Polio RdRp inh,Polio RdRp inh FP z-score
Cn1c2ccccc2c2cnn(CC(=O)N3CCN(c4cccc(C(F)(F)F)c4)CC3)c(=O)c21,109,0.1
COC(=O)c1n[nH]c(=O)c2ccccc12,105,0.4
N#Cc1ccc(S(=O)(=O)N2CCC(N3CCCCC3)CC2)cc1,104,0.7
C=CCSc1ccc(OCC(F)(F)F)c(C#N)c1OCC(F)(F)F,109,1
O=C(CCn1c(=O)c2cccn2c2ccc(F)cc21)NCCc1ccccc1,104,-0.5
O=C(CSC(=S)N1CCCC1)c1ccccc1,101,0.4
O=C(CN1C(=O)CSC1=O)NC1CCCCC1,103,0.5
O=C(NC1(C(F)(F)F)NC(=O)N(Cc2ccccc2)C1=O)c1ccco1 (stereo unspecified),102,0.5
COc1cc(NC(=O)CCn2cnc3ccccc3c2=O)cc(OC)c1,104,-0.9
c1ccc(C(CNc2ncccn2)c2ccccc2)cc1,100,0.2
CCOC(=O)c1nn(-c2ccccc2)c(C#N)c1N,102,0.5
CCOc1ccc(NC(=O)c2cc3cc(C)ccc3n2C)cc1,107,0.2
COC(=O)COc1ccc2ccc(=O)oc2c1,99,-0.4
Cc1n[nH]c(=S)n1/N=C/c1c[nH]c2ccccc12,97,-0.7
CCCCNC(=O)C1CCN(c2nc(OC)nc(OC)n2)CC1,104,0.7

# Quoted from the listing.
# COC(=O)COc1ccc2ccc(=O)oc2c1 in Polio RdRp inh has 99
# Cn1c2ccccc2c2cnn(CC(=O)N3CCN(c4cccc(C(F)(F)F)c4)CC3)c(=O)c21 in Polio RdRp inh has 109

# Next section:
SMILES,Polio RdRp inh,Polio RdRp inh FP z-score
Cc1cc(C)c2c(CC(=O)Nc3c(C(=O)c4ccc(F)cc4)oc4ccccc34)coc2c1,120,0.3
C=CCNc1nc(C(=O)O)cs1,100,-0.1
Cc1ccccc1Nc1nc(N)nc(Cn2nc(C(=O)O)c3ccccc3c2=O)n1,104,0.2
COc1cccc(Cn2c(CNS(=O)(=O)c3ccc(C(C)(C)C)cc3)nc3cccnc32)c1,123,3.4
CCOc1cc2[nH]c(=S)n(CCCCC(=O)N3CCCCCC3)c(=O)c2cc1OCC,105,1.3
O=C(CN1C(=O)COc2ccc(S(=O)(=O)N3CCCCC3)cc21)NCCc1ccc(Cl)cc1,109,-0.6
COc1ccccc1C(=O)Nc1c2c(nn1-c1ccc(Oc3ccccc3)cc1)CSC2,101,-0.1
Cc1ccc(-c2nc(-c3cc4cccc(OCc5cccc(C)c5)c4oc3=O)no2)cc1,133,7.3
Cc1ccc(CCNC(=O)CN(c2ccc(C)cc2)S(=O)(=O)c2c(C)noc2C)cc1,106,-0.5

# In a second layout: results already given
# Each structure is followed by: Polio RdRp inh | Polio RdRp inh FP z-score
- Cc1ccccc1Nc1nc(N)nc(Cn2nc(C(=O)O)c3ccccc3c2=O)n1
  104 | 0.2
- CCOc1cc2[nH]c(=S)n(CCCCC(=O)N3CCCCCC3)c(=O)c2cc1OCC
  105 | 1.3
- O=C(CN1C(=O)COc2ccc(S(=O)(=O)N3CCCCC3)cc21)NCCc1ccc(Cl)cc1
  109 | -0.6
- COc1ccccc1C(=O)Nc1c2c(nn1-c1ccc(Oc3ccccc3)cc1)CSC2
  101 | -0.1
- Cc1ccc(-c2nc(-c3cc4cccc(OCc5cccc(C)c5)c4oc3=O)no2)cc1
  133 | 7.3
- Cc1cc(C)c2c(CC(=O)Nc3c(C(=O)c4ccc(F)cc4)oc4ccccc34)coc2c1
  120 | 0.3

# In a second layout: 4 of the compounds above
Cc1cc(C)c2c(CC(=O)Nc3c(C(=O)c4ccc(F)cc4)oc4ccccc34)coc2c1
  Polio RdRp inh = 120	Polio RdRp inh FP z-score = 0.3

C=CCNc1nc(C(=O)O)cs1
  Polio RdRp inh = 100	Polio RdRp inh FP z-score = -0.1

Cc1ccccc1Nc1nc(N)nc(Cn2nc(C(=O)O)c3ccccc3c2=O)n1
  Polio RdRp inh = 104	Polio RdRp inh FP z-score = 0.2

COc1cccc(Cn2c(CNS(=O)(=O)c3ccc(C(C)(C)C)cc3)nc3cccnc32)c1
  Polio RdRp inh = 123	Polio RdRp inh FP z-score = 3.4
